From PubChem
CCHFV vOTU inh: CCHFV vOTU protease inhibitors, primary screen, biochemical, Pep-AMC substrate, fluorescence | 370,000 compounds, 0.55% hits | AID 651958, 2012 | Crimean-Congo hemorrhagic fever virus L polyprotein viral ovarian tumor (vOTU) protease … | inhibition, % at 11.5 µM; in the data active = inhibition above about 30%; also: 0% = vehicle wells with enzyme and 100% = no enzyme wells
SARS 3CLpro inh: SARS-CoV 3CLpro protease inhibitors, primary screen, biochemical, quenched FRET; Replicase polyprotein 1ab (Severe acute respiratory syndrome coronavirus), P0C6X7; recombinant SARS-CoV 3CLpro, quenched FRET peptide cleavage; inhibition, % at 6 µM; 290,000 compounds, 0.14% hits; AID 1706, 2009; in the data active = inhibition above about 12%
MazEF act: activators of E. coli MazEF toxin-antitoxin RNase, primary screen, biochemical, fluorescence, uHTS; activation, % at 20 µM; FAM/BHQ RNA-DNA oligo cleavage fluorescence, 5 h; 350,000 compounds, 0.32% hits; AID 504720, 2011; in the data active = activation above about 50%
Target sequence (P0AE70 whole entry, looked up): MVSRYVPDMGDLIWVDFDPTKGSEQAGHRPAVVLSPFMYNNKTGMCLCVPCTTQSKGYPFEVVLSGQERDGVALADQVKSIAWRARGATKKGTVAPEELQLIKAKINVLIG
PrPC surface inh: inhibitors of human cell surface prion protein PrPC, primary screen, cell-based, TR-FRET. Major prion protein (Homo sapiens), P04156. TR-FRET read-out. inhibition, % at 13.8 µM. 370,000 compounds, 0.43% hits; in the data active = inhibition above about 24%; also: 0% = median of the test wells and 100% = reference compound wells
DUSP3 inh: VHR1 phosphatase inhibitors, primary screen, biochemical, absorbance, uHTS | recombinant VHR phosphatase, pNPP absorbance | inhibition, % at 13.3 µM | 290,000 compounds, 0.52% hits | AID 1654, 2009; in the data active = inhibition above about 50%; also: some compounds called inactive have numbers as strong as hits
Target sequence (P51452 whole entry, looked up): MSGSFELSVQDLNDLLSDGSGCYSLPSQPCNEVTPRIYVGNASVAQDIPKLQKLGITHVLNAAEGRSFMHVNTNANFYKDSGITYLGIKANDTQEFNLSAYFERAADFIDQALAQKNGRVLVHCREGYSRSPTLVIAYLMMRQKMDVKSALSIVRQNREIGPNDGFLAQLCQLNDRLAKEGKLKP
Rv3671c inh: Rv3671c serine protease inhibitors, primary screen, biochemical, fluorescence polarization, M. tuberculosis H37Rv. 320,000 compounds, 0.048% hits. P9WHR9. AID 2606, 2010. inhibition, % at 5.96 µM; in the data active = inhibition above about 38%;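 also: extracellular domain of Rv3671c used as enzyme; 0% = enzyme with DMSO and 100% = no enzyme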
Target sequence (P9WHR9 whole entry, looked up, the tested form may be a part): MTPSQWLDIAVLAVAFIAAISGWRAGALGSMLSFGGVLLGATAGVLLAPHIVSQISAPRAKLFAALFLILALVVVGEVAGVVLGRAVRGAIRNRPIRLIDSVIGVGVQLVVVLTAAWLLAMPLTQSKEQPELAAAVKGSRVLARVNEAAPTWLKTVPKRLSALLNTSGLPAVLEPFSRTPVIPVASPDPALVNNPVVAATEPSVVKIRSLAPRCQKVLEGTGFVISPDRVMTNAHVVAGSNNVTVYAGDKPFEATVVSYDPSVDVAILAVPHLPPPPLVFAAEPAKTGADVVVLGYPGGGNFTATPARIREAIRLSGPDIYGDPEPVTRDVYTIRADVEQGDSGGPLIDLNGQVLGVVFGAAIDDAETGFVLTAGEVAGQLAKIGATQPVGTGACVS
TcdB inh: TcdB glycohydrolase inhibitors, primary screen, biochemical, single point, plate reader. TcdB glycohydrolase enzymatic assay. Toxin B (Clostridioides difficile), P18177. inhibition, % at 9.99 µM. 350,000 compounds, 0.24% hits; in the data active = inhibition above about 10%
SSB-PriA inh: inhibitors of Klebsiella pneumoniae PriA binding to SSB C-terminal tail, primary screen, biochemical, AlphaScreen. PriA–SSB C-terminal tail interaction (Klebsiella pneumoniae). AlphaScreen SSBct-PriA binding, biotinylated peptide. inhibition, % at 33 µM. 430,000 compounds, 0.6% hits. AID 1272365, 2023; in the data active = inhibition mostly above about 37%, no sharp cut-off; inactive = mostly below about 20%;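 also: plate controls were negative control peptide for no effect and reference peptide for full effect; strong numbers were not always called active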
Vc quorum ag: inducers of Vibrio cholerae quorum light production without autoinducers, primary screen, BH1578 luxS cqsA deficient, single point; V. cholerae BH1578 lux reporter, luminescence, 6 h; activation, % at 18.7 µM; 350,000 compounds, 0.16% hits; in the data active = activation mostly above about 9.7%, no sharp cut-off; also: not every result past the cut was called active; inactives centre near 0; reference of the scale not given here
Y pestis TopoI: Yersinia pestis topoisomerase I inhibitors, primary screen, biochemical, cleavage product accumulation, plate reader, single point | activity, % at 10 µM | 360,000 compounds, 0.064% hits | AID 504884, 2011 | Y. pestis Topo-I cleavage product accumulation; in the data active = activity above about 50%, passing the limit was not always enough; also: inactives centre near 2
The depositor's hits bear a star; i = inactive; . = no result given; & = joins results of further samples. Some of the compounds tested (hit frequency here may not be typical).

structure,CCHFV vOTU inh,SARS 3CLpro inh,MazEF act,PrPC surface inh,DUSP3 inh,Rv3671c inh,TcdB inh,SSB-PriA inh,Vc quorum ag,Y pestis TopoI
Cc1cccc(N2C(=O)C(Oc3ccc(Cl)cc3Cl)C2C(=O)O)c1C (configuration not stated),2,-1,-1,-3,8,10,.,-6,-1.4,4
CCN1CCN(c2nc3c(c(=O)[nH]c(=O)n3C)n2Cc2cccc(C)c2)CC1,-4,.,-2,-7,.,.,0.7,.,-0.9,4
Cc1ccccc1Cn1cc(NC(=O)c2nn(C)cc2Cl)cn1,-2,3,5,1,5,-2,1.3,-11,3.1,-6
COC(=O)c1ccc(CCc2cc(O)c(Br)cc2O)cc1,25,.,-27,-11,.,.,-16,-2,-0.8,-9
CC1(C)Cc2c(c(=S)nc(-c3ccccc3)n2CCOCCO)CO1,5,-5,5,1,22,8,.,-4,i,-8
CC(=O)N1CCN=C1SCc1ccccc1Cl,-5,4,-13,10,25,3,0.1,-1,-0.5,2
Cc1ccccc1-c1noc(CCC(=O)NCc2ccco2)n1,-9,4,-3,4,-8,3,1.1,-13,-0.4,-10
CC(=O)Nc1ccc2[nH]c(C)c(CC=C(Cl)Cl)c(=O)c2c1,-10,-2,5,37*,0,1,.,-2,4.0,6
CSc1ccc(Cl)c(C(=O)NCc2ccco2)c1,0,-3,-2,4,0,1,.,-9,-0.4,-3
COc1ccc(NC(=O)N(C)C[C@H]2Oc3c(NC(=O)NC(C)C)cccc3C(=O)N([C@H](C)CO)C[C@@H]2C)cc1,-10,.,6,-3,.,3,1.8,0,i,-4
CC1CC(c2ccccc2)n2nc(NC(=O)c3cccs3)nc2N1 (configuration not stated),5,6,5,4,0,1,.,-17,-2.2,4
CCN(CC(=O)Nc1ccc2c(c1)OCCO2)C(=O)c1cccc(S(=O)(=O)N2CCOCC2)c1,2,-1,8,-4,4,-2,.,-6,-0.4,-6
O=C(CSc1nccc2ccccc12)N1CCN(c2ccccn2)CC1,65*,2,-8,-3,25,-1,-12,-13,-0.1,10
CC(=O)Oc1ccc(N2C(=O)C3C4C=CC(C5CC45)C3C2=O)cc1[N+](=O)[O-] (configuration not stated),-6,-1,3,0,4,-2,-0.5,-17,-0.2,1
COc1cccc(C2CC(=O)Nc3cc(OC)c(OC)c(OC)c32)c1OC (configuration not stated),0,2,3,-4,-15,3,.,3,-1.4,-4
CCOC(=O)c1nnn(-c2nonc2-n2cccc2)c1C,2,-3,11,4,33,2,.,-4,-0.5,-4
CC(NC(=O)c1ccccc1N)c1ccccc1 (configuration not stated),-21,2,10,-1,21,-5,0.9,-12,i,9
O=C(NCc1ccccc1)/C(=C/c1ccc([N+](=O)[O-])cc1)NC(=O)c1ccco1,1,6,7,-34,12,-1,0.2,7,i,2
CCOC(=O)N1CCC(=C2c3ccc(Cl)cc3CCc3cccnc32)CC1,8,.,.,10,-3&30,0,0.9,9,i,6
COc1ccc(-c2[nH]ncc2/C=N\NC(=O)c2cccs2)cc1OC,4,-3,2,4,2,.,-0.6,.,i,0
CCN(CC(=O)NCc1ccc(Cl)cc1)C(=O)CSc1cccc(C(F)(F)F)c1,14,.,-5,6,.,-9,1.6,-6,-0.3,-1
O=C(COC(=O)c1cccs1)NCc1ccco1,-1,.,3,1,-11,-3,.,-6,-5.9,5
Cc1nc2ccccc2n1/N=C/c1ccc([N+](=O)[O-])s1,-18,5,49,-2,-7,-15,0.1,.,-2.0,1
COC(=O)C1CN(S(=O)(=O)c2cc(OC)ccc2OC)CCS1 (configuration not stated),-15,-5,-14,-2,-27,4,1.5,3,0.3,8
Cc1ccccc1C(=O)Nc1nnc(-c2ccc(C(C)(C)C)cc2)s1,-7,1,6,2,-4,-11,.,-24,i,0
O=C(CCn1cccn1)N1CCCC(Nc2ccc(F)c(F)c2)C1 (configuration not stated),-5,.,-2,6,.,.,1.3,.,i,-4
N#Cc1nc(Cc2cccc3ccccc23)oc1NCCN1CCCCC1,-7,-6,-2,-1,15,5,.,12,-0.4,4
Clc1ccc2c(c1)C(c1ccccc1Cl)=NCc1nnc(N3CCN(CCSc4ccccc4)CC3)n1-2,9,3,4,-3,10,-6,.,7,i,-2
CN(C)c1cc(Nc2cccc(O)c2)c([N+](=O)[O-])c2nonc12,4,-3,13,-5,0,6,0.3,-17,-0.4,-6
CCCNC(=O)N1[C@H]2CC[C@@H]1C(C(=O)OC)=C(c1cccc(C#N)c1)C2,2,.,-4,-4,.,-5,-0.4,4,i,-7
CCN(Cc1ccccc1)C(=O)c1nn(-c2ccc(OC)cc2)c(=O)c2c1c1ccccc1n2C,3,2,-4,5,4,-24,2.2,1,-0.4,19
CCN(Cc1ccccc1)S(=O)(=O)c1c(N)n(C)c(=O)n(C)c1=O,2,-2,5,0,11,-1,0.2,-3,2.9,1
CCOc1cc(NC(=S)NCCCN2CCOCC2)c(OCC)cc1NC(=O)c1ccccc1,-10,-2,-3,5,-11,-5,0.4,-12,-0.2,0
O=C(COc1ccc(Cl)cc1)NCCS(=O)(=O)N1CCN(c2ccccc2F)CC1,15,5,-1,-2,-21,2,-0.2,-5,-0.3,21
CCOc1ccc(NC(=O)C2CCCN(S(=O)(=O)c3ccc4c(c3)CCCN4C(C)=O)C2)cc1 (configuration not stated),6,5,9,20,13,-2,-1.8,2,-0.7,24
O=CN1Cc2ccccc2-c2ccccc2C1,4,6,-4,-4,13,.,-0.6,-3,-0.9,2
C=CCN1C(=O)CSc2ccc(C(=O)N3CCC(C)CC3)cc21,-12,6,-3,2,21,-10,.,-14,-2.9,18
CCC(=O)c1ccc(OCC(O)CN2CCN(S(=O)(=O)c3ccc(NC(C)=O)cc3)CC2)cc1 (configuration not stated),12,3,4,-4,4,-5,1.5,-5,-2.0,11
Cn1cnnc1SCNC(=O)C(F)(F)F,-1,6,-5,9,40,-3,.,-6,-0.9,-7
Cc1ccc2nc(Cn3cc(C(F)(F)F)ccc3=O)cc(=O)n2c1,-13,-1,12,-5,21,12,0.3,1,i,7
CN1Cc2ccccc2N(CC(=O)NCc2ccccc2)C1=O,-8,0,7,-5,-10,1,-0.3,-8,-0.1,2
Cc1ccc(S(=O)(=O)N2[C@@H](c3ccc(F)cc3)C(C(=O)O)=CC[C@H]2c2cccc(C)c2)cc1,6,.,-4,-2,.,-3,0.1,3,i,4
COc1ccc(N2CCN(C(=O)c3ccc(CSc4ccccc4)cc3)CC2)cc1,2,2,-2,-8,8,1,-0.7,6,-0.2,20
N[C@@H](Cc1c[nH]c2ccccc12)c1nnc(SCc2ccc(F)cc2)o1,-12,8,7,5,4,.,.,-4,i,-4
Cc1c(Cl)c([N+](=O)[O-])nn1CCCC(=O)NC1CCCCC1,-1,-3,2,-14,23,12,0.0,-1,i,3
CCN(CC)C(=O)CSc1nnc(COc2ccccc2)n1CC,-5,-1,7,-6,29,-5,.,3,2.8,4
CN(C(=O)c1ccc2c(c1)CCO2)C(C)(C)C,14,4,-6,-3,6,3,-0.5,-7,-0.2,-3
Cn1c(=O)[nH]c2c(Cl)nccc21,13,-1,-8,-4,8,-5,-0.3,-8,-0.3,-10
CC(C)CCn1c(Br)nc2c1c(=O)n(CC(N)=O)c(=O)n2C,-6,4,4,8,32,-5,.,-5,-0.6,5
Cn1c(-c2ccc([N+](=O)[O-])cc2)nc2ccccc21,1,-3,-3,-36,7,-2,1.0,1,i,-11
CC(=O)Oc1ccc(NC(=O)CSc2ccccc2)cc1,-16,2,6,-2,4,-3,9.6,3,i,7
O=S1(=O)C=C(Sc2nc3ccccc3s2)c2ccccc21,.,2,17,.,-15,-23,.,3,.,.
Cc1nc2n[nH]c(N)c2c2c1CCCC2,4,-2,3,7,9,-10,2.0,1,-0.4,3
Cc1cccc(Oc2sc(C(=O)c3ccccc3)c(N)c2C#N)c1,4,-1,-7,-3,12,-7,.,-6,i,37
NC(=O)c1ccc(NS(=O)(=O)c2ccc3ccccc3c2)cc1,-5,0,-21,9,-5,-5,-1.5,-8,-1.4,-2
CC1(C)CC(=O)C(=Cc2cn(-c3ccccc3)nc2-c2ccc(Cl)cc2)C(=O)C1,-2,2,-17,1,6,1,.,-15,.,-14
CCOc1ccccc1N(CC(=O)NCc1ccco1)C(=O)CCC(=O)Nc1nccs1,13,-3,-10,-2,-3,-12,2.3,7,10,10
COCOCCn1cc(CN2CCS(=O)(=O)N(Cc3ccc(-c4ccc(C)cc4)cc3)C(C(C)C)C2=O)nn1 (configuration not stated),15,.,1,2,.,.,1.9,.,-0.7,33
Cc1ccc(S(=O)(=O)N(C)C)cc1NC(=O)COC(=O)c1ccc2c(c1)OCCO2,-3,-2,-4,4,7,7,0.6,-3,0.2,-1

Given with two lines to a compound: part of the list above.
Results follow in this order: CCHFV vOTU inh | SARS 3CLpro inh | MazEF act | PrPC surface inh | DUSP3 inh | Rv3671c inh | TcdB inh | SSB-PriA inh | Vc quorum ag | Y pestis TopoI
O=S1(=O)C=C(Sc2nc3ccccc3s2)c2ccccc21
→ . | 2 | 17 | . | -15 | -23 | . | 3 | . | .
Cc1ccc(S(=O)(=O)N(C)C)cc1NC(=O)COC(=O)c1ccc2c(c1)OCCO2
→ -3 | -2 | -4 | 4 | 7 | 7 | 0.6 | -3 | 0.2 | -1
